High-throughput results deposited in PubChem BioAssay by several laboratories.
LMPTP inh = blocks human LMPTP phosphatase; P24666; recombinant LMPTP-A, OMFP fluorogenic substrate, fluorescence intensity; inhibition, % at 20 µM; 360,000 compounds, 0.22% hits;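 active = compounds that cut the enzyme signal by at least half of the control window in the single-dose screen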;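 note: plate controls were DMSO wells with enzyme plus substrate for no effect and substrate without enzyme for full effect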
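Test system: LMPTP-A phosphatase enzyme. Amount: LMPTP-A at 0.625 nM final in the reaction. Reagent: OMFP substrate, 400 µM final. Times: 50 min at room temperature. Signal: endpoint fluorescence intensity from OMFP dephosphorylation. Read-out basis: % inhibition. Benchmarks: no-enzyme and uninhibited controls.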
NadD block = NadD (S. aureus) enzyme inhibition | purified NadD enzyme, colorimetric absorbance read-out | inhibition, % at 20 µM | 360,000 compounds, 0.78% hits; in the data active = inhibition above about 26%; note: some compounds past the cut are filed as inactive
Tb MetRS inh = blocks T. brucei methionyl-tRNA synthetase activity | purified T. brucei MetRS, ATP depletion, Kinase-Glo luminescence | inhibition, % at 11.9 µM | 360,000 compounds, 0.4% hits | AID 624268;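 active = inhibition above a per-plate cutoff of the control wells' mean inhibition plus 3 SD, cut at about 5.5% in these data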;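 note: 0% = DMSO wells median and 100% = median of wells with control inhibitor compound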
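Material: parasite MetRS enzyme / Replication: singlicate, one well per compound / Signal: luminescence of leftover ATP / Schedule: 2 h aminoacylation at 25 °C after 15 min preincubation / Medium: HEPES-MgCl2-KCl buffer plus DTT, spermine, BSA, pyrophosphatase / Doses: 11.9 µM single point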
Neddyl block = inhibitors of human cullin neddylation | TR-FRET cullin neddylation, biochemical | calls only at 25 µM | 360,000 compounds, 0.58% hits | AID 651699; in the data active = inhibition above about 36%
Target sequence (P61081 whole entry, looked up): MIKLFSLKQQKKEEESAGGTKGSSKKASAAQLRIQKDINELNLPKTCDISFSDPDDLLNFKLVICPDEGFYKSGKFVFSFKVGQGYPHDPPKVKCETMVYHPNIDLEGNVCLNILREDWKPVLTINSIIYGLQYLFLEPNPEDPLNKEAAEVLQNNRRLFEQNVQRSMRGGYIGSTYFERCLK
Target sequence (Q13564 whole entry, looked up): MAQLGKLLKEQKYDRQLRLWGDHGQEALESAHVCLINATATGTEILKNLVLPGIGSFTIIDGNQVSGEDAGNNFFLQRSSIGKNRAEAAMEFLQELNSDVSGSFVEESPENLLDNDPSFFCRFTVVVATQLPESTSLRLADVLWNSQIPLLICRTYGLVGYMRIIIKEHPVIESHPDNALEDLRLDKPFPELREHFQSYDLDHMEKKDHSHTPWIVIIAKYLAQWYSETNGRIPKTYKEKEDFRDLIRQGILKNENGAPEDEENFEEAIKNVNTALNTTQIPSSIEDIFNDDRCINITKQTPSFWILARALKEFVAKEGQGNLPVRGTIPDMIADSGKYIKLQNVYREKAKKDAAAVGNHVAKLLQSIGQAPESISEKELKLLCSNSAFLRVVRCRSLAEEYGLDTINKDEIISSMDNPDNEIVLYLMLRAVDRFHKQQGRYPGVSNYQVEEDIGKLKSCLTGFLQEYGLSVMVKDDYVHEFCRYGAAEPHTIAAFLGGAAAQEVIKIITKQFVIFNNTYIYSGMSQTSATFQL
DNMT1 inh = inhibitors of human DNMT1 | DNMT1 molecular beacon, Hinp1I cleavage, fluorescence | inhibition (reported as % activation of signal), % at 10 µM | 360,000 compounds, 0.83% hits; in the data active = inhibition above about 50%
STEP inh = inhibitors of human striatal-enriched phosphatase STEP; 360,000 compounds, 0.25% hits; inhibition, % at 20 µM; recombinant STEP, OMFP fluorogenic substrate, fluorescence; P54829;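 active = inhibition at 20 µM, scaled per plate between control wells, above about 37%, limit read from the data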;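 note: 0% = DMSO with enzyme and substrate and 100% = substrate only without enzyme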
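material = STEP tyrosine phosphatase | reagent = fluorogenic phosphatase substrate OMFP at 25 µM final | doses = single compound dose of 20 µM, 1% DMSO final | schedule = 20 min reaction, room temperature, in the dark | measured by = fluorescence, 480/540 nm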
Scp-1 inhibitor = inhibitors of human Scp-1 phosphatase; Q9GZU7; Recombinant Scp1, phosphopeptide, malachite green phosphate absorbance; inhibition, % at 20 µM; 340,000 compounds, 0.88% hits;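 active = inhibition above about 50% at 20 µM, limit read from the data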;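 note: plate controls were DMSO wells with enzyme for no effect and wells lacking enzyme for full effect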
Target sequence (Q9GZU7 76-261 limits assumed): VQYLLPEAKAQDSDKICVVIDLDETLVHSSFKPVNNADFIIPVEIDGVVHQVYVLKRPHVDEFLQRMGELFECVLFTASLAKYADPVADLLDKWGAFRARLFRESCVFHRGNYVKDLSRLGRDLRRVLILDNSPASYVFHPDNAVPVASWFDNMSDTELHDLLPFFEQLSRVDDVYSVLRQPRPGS
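Test system: SCP-1 phosphatase catalytic domain, residues 76-261 | Compound dosing: One concentration, 20 µM, with 1.0% DMSO | Schedule: 45 min room-temperature reaction, 5 min colour, 30 min stabiliser | Detection: Absorbance at 630 nm | Read-out basis: % inhibition of SCP-1 phosphate liberation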
CendR NRP1 mod = alters CendR peptide binding to human NRP-1 | FAM-RPARPAR peptide binding to NRP-1, fluorescence polarization | inhibition, % at 25 µM | 360,000 compounds, 0.85% hits;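 active = inhibition or corrected inhibition above about 18%, plus a signal ratio from 0.5 to 1.5, limit read from the data, passing the limit was not always enough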; note: strong numbers were not always called active
SKN-1 block = inhibitors of C. elegans SKN-1; C. elegans VP596 Pgst-4::GFP/RFP ratio, acrylamide-induced, 24 h; inhibition, % at 21.8 µM; 360,000 compounds, 0.49% hits; AID 624304;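 active = interference check ratio from 0.5 to 1.5 plus GFP to RFP signal ratio inhibition reaching or exceeding a fixed threshold, cut at about 30% in these data, passing the limit was not always enough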; note: some compounds called inactive have numbers as strong as hits
SUMO1 PPI mod = SUMO1-SIM interaction modulation | P63165 | SUMO1 binding to a labelled peptide, TR-FRET, 1 h | inhibition, % at 20 µM | 360,000 compounds, 0.33% hits | AID 602429; in the data active = inhibition above about 37%
Target sequence (P63165 whole entry, looked up): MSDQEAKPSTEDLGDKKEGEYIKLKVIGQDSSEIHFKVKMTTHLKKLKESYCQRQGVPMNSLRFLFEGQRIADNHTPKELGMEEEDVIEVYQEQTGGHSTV
The depositor's hits bear a star; i = inactive; . = no result given; + = active, no number. An unsorted share of the library; overall some 4.6% were active at least once.

STEP inh | SKN-1 block | Tb MetRS inh | Scp-1 inhibitor | CendR NRP1 mod | DNMT1 inh | Neddyl block | NadD block | SUMO1 PPI mod | LMPTP inh | Structure
1.0 | 4.6 | -0.3 | -10.8 | 8.2 | 1.7 | i | -2.4 | -4.6 | -1.3 | Cc1cc(/C(N)=N/OC(=O)Nc2ccccc2)no1
3.3 | -5.7 | -0.6 | -10.6 | 11.6 | -1.8 | i | -0.9 | -1.3 | 1.5 | O=C(/C=C/c1ccc(F)cc1)NC(=S)Nc1ccccc1O
1.8 | 3.6 | 0.0 | -19.9 | -0.6 | -4.7 | i | -9.9 | 4.8 | 3.8 | CCSc1nc2ccccc2c(=O)n1CCc1ccc(OC)c(OC)c1
-0.3 | 0.4 | 0.2 | -16.0 | 7.0 | 0.4 | i | -4.1 | -3.0 | 1.0 | COc1ccccc1N(C)S(=O)(=O)c1ccc(C(=O)Nc2cc(F)ccc2C)cc1
-1.1 | 21.3 | 0.3 | -5.2 | 15.2 | -0.9 | i | 0.0 | -24.6 | -1.6 | Fc1ccc2cc(-c3cccnc3)ncc2c1
6.6 | 6.2 | 0.1 | -4.8 | 3.1 | -1.7 | i | 1.0 | 2.4 | 1.4 | CCN(C(=O)COC(=O)C1CCN(S(=O)(=O)c2c(Cl)cccc2Cl)CC1)C1CCCCC1
0.3 | 6.9 | 0.1 | -20.1 | 5.3 | -1.0 | i | -1.6 | -0.6 | -1.1 | Cc1c(NS(=O)(=O)c2ccc(N=NN(C)C)cc2)c(=O)n(-c2ccccc2)n1C
-3.9 | -3.4 | 2.5 | -6.7 | -1.6 | 7.2 | i | -5.5 | 1.8 | -1.7 | COc1cccc(CN2CCN(Cc3[nH]c4ccccc4c3C)CC2CCO)c1 (centres undefined)
-0.5 | -1.6 | 0.3 | 16.4 | -10.7 | -1.7 | i | -5.2 | 0.0 | -1.1 | NC(=O)COC(=O)CC12CC3CC(CC(Br)(C3)C1)C2
0.7 | 10.5 | -0.5 | -6.8 | -1.4 | -4.0 | i | -4.5 | 3.3 | -0.2 | CC1CCN(C(=O)COC(=O)CCC(=O)c2ccc(Cl)cc2)CC1
1.4 | -2.6 | 1.8 | -10.2 | 5.1 | -1.7 | i | -2.4 | 2.1 | -0.3 | CCc1ccc(OCCn2ccnc2)cc1
-3.8 | -4.9 | -0.5 | 3.8 | 6.6 | 1.6 | i | -3.5 | -10.8 | -1.0 | COc1cc(C(=O)NCC(=O)N/N=C/c2ccco2)cc(OC)c1OC
2.6 | 7.6 | -1.0 | 1.4 | 0.1 | 0.9 | i | -5.4 | -2.5 | 0.1 | Cc1cc(C)c(S(=O)(=O)c2ccccc2F)c(=O)[nH]1
-0.6 | -16.3 | 0.6 | -16.6 | 11.3 | -1.4 | i | 1.5 | -20.3 | -1.6 | CCCC(=O)Nc1cccc(NC(=O)c2ccc([N+](=O)[O-])cc2Cl)c1
-2.3 | 2.8 | -0.4 | -6.0 | 5.3 | 4.9 | i | -2.1 | -0.8 | -0.5 | CC1CCN(Cc2nc(Cl)c3c4c(sc3n2)CCC4)CC1
-7.8 | -2.0 | -0.9 | -7.7 | 11.4 | -1.1 | i | -7.0 | 0.2 | 1.0 | CN(C)C(=O)CCc1nc2sc3c(c2c(=O)[nH]1)CCCC3
-0.2 | -0.3 | 0.2 | -9.8 | 2.0 | 0.8 | i | -1.3 | 0.9 | -1.0 | CCC(C)N(C(=O)CCC(=O)Nc1cc(C)on1)C(C(=O)NC(C)(C)C)c1ccccc1Cl (centres undefined)
9.5 | 5.5 | 0.1 | 1.1 | 16.5 | -0.9 | i | -0.3 | -22.0 | 7.2 | Cc1cnc(=O)[nH]c1SCC(=O)c1ccc(F)cc1
2.2 | 5.2 | -0.6 | -3.7 | 0.2 | -22.6 | i | 39.5* | 6.6 | 2.0 | O=C(CNc1cccc2ccccc12)N/N=C/c1ccc(OC(=O)/C=C/c2ccco2)cc1
-2.8 | -11.8 | 0.0 | 0.4 | -0.2 | -20.2 | i | 6.5 | -0.2 | 1.8 | COc1ccc(S(=O)(=O)/N=C2/C=CC(=O)C(C)=C2C)cc1
3.6 | -4.7 | -0.2 | -7.8 | 2.5 | 4.0 | i | 0.6 | 3.8 | -0.8 | CCN(C(=O)CN(C)Cc1c(F)cccc1Cl)c1c(N)n(Cc2ccccc2)c(=O)[nH]c1=O
5.3 | 2.8 | 0.0 | 75.3* | -53.3 | 106.1* | i | 53.4* | 41.2* | 19.2 | Cc1oc(-c2ccc(F)cc2)cc1-c1nn2c(-c3ccoc3C)nnc2s1
0.0 | 17.1 | -0.7 | -13.4 | -20.7 | 2.9 | i | -12.6 | -3.2 | 0.0 | O=C1c2ccccc2S(=O)(=O)N1CCOc1ccc(F)cc1
0.3 | 9.9 | -0.7 | -3.4 | -9.9 | 0.3 | i | -2.2 | 3.4 | -0.9 | Cc1ccc(C)c(S(=O)(=O)NCc2ccc(C(=O)N3CCCCC3C)cc2)c1 (centres undefined)
-2.1 | 3.7 | -0.6 | 1.2 | 4.8 | -2.3 | i | -1.1 | -1.8 | 1.2 | CCCCOc1ccc(C(=O)OCC(=O)Nc2cc(C)c(C)cc2[N+](=O)[O-])cc1
0.7 | -10.6 | -0.3 | -2.9 | 5.7 | 1.9 | i | -9.7 | -0.3 | -1.7 | CCOC(=O)c1sc2nccc(OC)c2c1N=CN(C)C
-1.6 | -1.7 | 1.5 | -4.3 | 2.9 | -0.2 | i | -2.8 | 3.3 | 0.1 | CC(=O)Cn1nnc(-c2ccc(C(F)(F)F)cc2)n1
-1.8 | -4.6 | 0.7 | . | -6.7 | -3.6 | i | -1.4 | -0.5 | -1.8 | OC[C@@H]1CN(Cc2ccc(Cl)cc2)C[C@H](n2cnc3c(N4CCOCC4)ncnc32)O1
3.2 | 2.1 | -1.3 | -1.0 | -0.7 | -0.5 | i | -3.8 | -5.5 | -2.7 | CCNC(=O)COC(=O)c1cc(C)nc2ccccc12
. | -10.0 | -0.9 | . | 7.1 | . | i | -2.5 | -23.6 | -7.7 | CCCCCCn1cc(CN2CC(N3CCN(C4CCN(C)CC4)CC3)CS2(=O)=O)nn1 (centres undefined)
-0.5 | 1.1 | 0.5 | -4.9 | 2.9 | 0.5 | i | -8.0 | 2.2 | -0.4 | CCOc1ccc(N(CC(=O)NC2CCCC2)S(=O)(=O)c2ccccc2)cc1
2.9 | 17.1 | 0.2 | . | -28.1 | -0.9 | + | -2.9 | 4.8 | -0.4 | CC(=O)Nc1cccc(-c2cc(NC=O)c3ncc(-c4ccc(C(C)=O)cc4)n3c2)c1
-2.3 | 12.5 | -0.5 | -2.0 | 7.6 | 1.5 | i | 1.7 | -0.2 | -1.5 | O=C(O)C1CC=CCC1C(=O)Nc1ccc2c(c1)CCC2 (centres undefined)
-1.9 | 10.8 | -0.2 | -1.4 | 1.3 | -1.6 | i | 1.2 | -4.4 | 0.3 | CCn1c(CNC(=O)c2ccco2)nnc1SCC(=O)Nc1ccccc1Cl
1.7 | -8.6 | -0.3 | -1.7 | 7.0 | -0.6 | i | 0.0 | 14.4 | -0.9 | O=C(Nc1cc(=O)[nH]c2ncnn12)c1ccccc1F
-1.7 | 3.6 | -0.7 | -2.8 | 7.9 | 0.5 | i | -8.1 | 0.2 | -1.2 | CC(C)(C)C(=O)Nc1nnc(SCC(=O)NC2CC2)s1
2.2 | 3.2 | -0.2 | -7.6 | -8.9 | 5.7 | i | 4.0 | -0.1 | -0.8 | CCCCN(C(=O)c1sc2nc3n(c(=O)c2c1C)CCC3)c1c(N)n(CC(C)C)c(=O)[nH]c1=O
0.2 | -13.8 | -0.2 | 13.0 | -8.6 | -0.9 | i | 1.2 | 12.2 | 2.1 | O=C(NCCc1c[nH]c2ccccc12)c1ccc2nc[nH]c2c1
1.9 | 8.1 | -0.5 | -3.5 | -1.9 | 5.0 | i | -3.7 | -3.3 | -0.5 | COc1cc2c(cc1OC)C(c1cc([N+](=O)[O-])ccc1O)NCC2 (centres undefined)
0.2 | 15.6 | -0.3 | -4.4 | 5.5 | -14.1 | . | -2.5 | -4.2 | 2.4 | COc1ccc2sc(-c3ccc(N(C)C)cc3)c(C#CC(C)(C)O)c2c1
10.3 | 3.6 | -0.9 | 3.5 | 1.5 | -0.4 | i | 5.3 | 2.0 | -2.0 | Cc1cccc(NC(=S)N/N=C/C(C)c2ccccc2)c1C (centres undefined)
-0.3 | 14.6 | -0.3 | . | -19.7 | 28.0 | i | 9.4 | 6.6 | 0.0 | C/C(=N/NC(=O)c1nnn(-c2nonc2N)c1CSc1ccc(Cl)cc1)c1ccncc1
2.6 | 8.0 | -0.1 | -1.9 | 17.6 | 11.9 | i | -4.8 | 0.8 | 1.1 | Cc1ccc(-c2ccc(S(=O)(=O)N3CCCC3)cc2)cc1
-0.8 | -0.1 | -0.1 | . | -17.9 | 1.7 | . | 1.0 | 1.1 | -1.1 | OC[C@@H]1CN(Cc2cccs2)C[C@H](n2cnc3c(Nc4ccccc4)ncnc32)O1
-1.0 | 2.3 | -0.2 | -6.2 | 10.2 | 1.0 | i | 4.6 | 0.4 | 0.2 | Cc1nn(-c2ccccc2)c(Cl)c1C(=O)OCC(=O)N(C)c1c(N)n(Cc2ccccc2)c(=O)[nH]c1=O
0.6 | -3.1 | -0.1 | 11.2 | -4.6 | 2.8 | i | -10.2 | -2.8 | -1.5 | CC(=O)N/C(=C/c1ccc2c(c1)OCO2)C(=O)NC(Cc1ccccc1)C(=O)O (centres undefined)
1.3 | -1.0 | -0.6 | -5.7 | -13.9 | 2.8 | i | -10.0 | -17.1 | -1.3 | CN(C)Cc1c(C(=O)N/N=C/c2ccncc2)nnn1-c1nonc1N
-2.1 | 8.8 | -0.3 | -2.0 | -5.5 | 1.0 | i | -2.6 | 6.5 | 0.5 | Cc1ccc(C)c(OCC(=O)OCC(=O)Nc2c(C)nn(-c3ccccc3)c2C)c1
